# MT stabilizer: stabilizes microtubules in HeLa cells; AID 2205; HeLa tubulin immunostaining HCS, 24 h; share of cells brighter than vehicle mean+2SD; % tubulin-high responders, % at 10 µM; actives 0.83% (n = 200,000);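 active = plate Z-score above 3 for both tubulin-high and condensed-nucleus cell shares, with cell loss under 80%, at 10 µM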;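 note: anti alpha tubulin signal scored within the nucleus-defined area of each cell; some results filed as inactive read as strong as hits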
# WT yeast gro inh: growth inhibition of WT yeast, mitochondrial fusion screen | mitochondrial fusion phenotypic screen, WT strain | actives 2.1% (n = 190,000) | inhibition, % at 10 µM; in the data active = inhibition above about 58%; tested in S. cerevisiae
# Dynein transport: blocks dynein driven cargo transport along microtubules. actives 0.47% (n = 220,000). z-score, hits read low. AID 1381. 3617.4 mouse cells, GR-EGFP nuclear translocation imaging; test concentration mostly 20 µM; stimulated with dexamethasone, 1 µM; stronger effect = lower value;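 active = plate z-score of nuclear minus cytoplasmic receptor signal below a set negative limit, without overly bright fluorescence or cell loss, cut at about -3.5 in these data, passing the limit was not always enough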;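 note: z-score of nuclear minus cytoplasmic ring GR-EGFP intensity difference per well; some compounds called inactive have numbers as strong as hits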
#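 Buffer or medium: tet-free, stripped-serum medium; reagent: dexamethasone at 1.0 µM final, 30 min; incubation: 48 h induction, 1 h compound, 30 min dex at 37 °C; measured by: formaldehyde fixation, Hoechst nuclear stain, 10x automated fluorescence imaging; read-out: nuclear-to-cytoplasmic GR-EGFP distribution per well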
# Insulin prom up: MIN6 insulin promoter up-regulation; MIN6 insulin promoter-GFP reporter, high-content imaging; stronger effect = higher value; z-score at 5 µM; actives 0.3% (n = 190,000); AID 1625;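 active = z-score above 3 at 5 µM with at least 500 cells counted in the well; inconclusive = wells under 500 cells, flagged as cytotoxic or low count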
# b-catenin transl: beta-catenin nuclear translocation modulation | AID 1665 | nuclear translocation activity, % at 5 µM | actives 0.3% (n = 190,000) | HeLa beta-catenin nuclear translocation, immunofluorescence imaging;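 active = nuclear translocation activity above 50% at 5 µM, with a well cell count of 50 or more; inconclusive = wells under 50 cells across six images, flagged as toxic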;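 note: per-cell ratio of nuclear to cytoplasmic median beta-catenin stain intensity; plate controls were DMSO negative control for no effect and GSK-3 inhibitor IX positive control for full effect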
#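 System: Human HeLa cells, endogenous beta-catenin | Compound dosing: 5 µM primary, 0.02–20 µM confirmation | Timing: 24 h compound exposure at 37°C, 5% CO2 | Measured by: Fluorescence imaging of beta-catenin antibody stain plus DAPI | Read-out basis: % activation of per-cell nuclear versus cytoplasmic median beta-catenin signal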
# Hep lipid drop: hepatic lipid droplet formation modulation. inhibition, % at 6.5 µM. actives 0.4% (n = 240,000). AML12 mouse hepatocytes, oleate lipid droplets, BODIPY imaging;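 active = lipid droplet intensity inhibited by at least 50%, with more than 500 cells counted; inconclusive = wells with under 300 cells, treated as cytotoxic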
#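 Assay system: AML12 mouse liver cells | Compound dosing: One dose, 6.5 µM compound | Read-out basis: Droplet intensity reduction, % inhibition | Measured by: Fluorescence imaging, 20x objective, two fields per well | Schedule: Overnight treatment with compound plus oleate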
# Yfh1-off respiration: enhancers of respiration in Yfh1-depleted yeast, dose response, Friedreich's ataxia, plus single-dose screen (AID 1465). S. cerevisiae Yfh1-off respiration, WST-1 reduction, 72 h; higher fold induction means a stronger effect. fold induction at 50 µM; hits with a dose series show EC50 in µM. actives 0.074% (n = 220,000);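 active = fold induction of absorbance versus untreated yeast above a set limit, then at least 30% activation at any dose in follow-up; inconclusive = repeats straddling the limit, or above it without dose testing; inactive = fold induction below the set limit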;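 note: activators that raise dye reduction in frataxin-depleted yeast; strong numbers were not always called active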
# Autophagy mod: modulators of autophagy; MEF GFP-LC3 puncta imaging; test concentration mostly 10 µM; calls only at 10 µM (by protocol); actives 0.98% (n = 190,000); AID 463193;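 active = percentage of spot-positive cells more than 3 SD above its plate mean, without a fluorescence outlier flag or 80% toxicity; inconclusive = no clear call, values can overlap the other calls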;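 note: spot-positive cell cutoff set from DMSO-treated cells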
# HEK293 NOD2/NF-kB: NOD2 signaling inhibitors, cell-based, luminescence, uHTS, HEK293 (AID 1566); HEK293 NOD2/NF-kB luciferase reporter, luminescence; higher % means a stronger effect; actives 0.63% (n = 290,000); one-dose inhibition, % at 4 µM; EC50 in µM for titrated hits; in the data active = inhibition above about 50%; note: many of its hits are not listed in these tables
# WT yeast gro inh mutant strain: further read-out of WT yeast gro inh, marked with its call; inhibition, %; mitochondrial fusion phenotypic screen, mutant strain inhibition
# Dynein transport cytoplasmic EGFP: also measured in Dynein transport; calls as there; z-score; measured here: cytoplasmic GR-EGFP intensity; stronger effect = higher value
# Dynein transport nuclear GR-EGFP: further read-out of Dynein transport, marked with its call; z-score; measured here: nuclear GR-EGFP intensity;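 lower value marks the stronger effect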
# Dynein transport cell count: also measured in Dynein transport; calls as there; z-score; measured here: cell count per field
# Insulin prom up cell count: recorded beside Insulin prom up, whose call it bears; cell count; measured here: cytotoxicity, nuclei count;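 total cells summed across four imaged fields per well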
# Hep lipid drop cells 6.5 µM: second read-out of Hep lipid drop, no call of its own (marks repeat the call); cell count; measured here: cell count, cytotoxicity flag;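 cells counted across two imaged fields per well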
# b-catenin transl cell count 5 µM: also measured in b-catenin transl; calls as there; cell count; measured here: cell count, cytotoxicity flag
# MT stabilizer Hoechst-high %: further read-out of MT stabilizer, marked with its call; % Hoechst-high responders; measured here: nuclear condensation Hoechst responders;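 share of cells brighter than vehicle mean plus two SD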
# MT stabilizer cytotoxicity %: recorded beside MT stabilizer, whose call it bears; toxicity, %; measured here: cytotoxicity by cell density;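 0% = mean cell density of plate MIN control wells and 100% = no cells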
# Autophagy mod cell loss 18 h: further read-out of Autophagy mod, marked with its call; toxicity, %; measured here: cell loss, nuclei count;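 cell loss after 18 h compound exposure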
# Numbers without * were called inactive; i = inactive; ? = inconclusive; · = no result given. Not all compounds are listed; count on the stated rates, not on these rows.
SMILES	MT stabilizer	MT stabilizer Hoechst-high %	MT stabilizer cytotoxicity %	WT yeast gro inh	WT yeast gro inh mutant strain	Dynein transport	Dynein transport cytoplasmic EGFP	Dynein transport nuclear GR-EGFP	Dynein transport cell count	Insulin prom up	Insulin prom up cell count	b-catenin transl	b-catenin transl cell count 5 µM	Hep lipid drop	Hep lipid drop cells 6.5 µM	Yfh1-off respiration	Autophagy mod	Autophagy mod cell loss 18 h	HEK293 NOD2/NF-kB
COc1cc([N+](=O)[O-])cc2sc(NC(=O)c3c(F)cccc3F)nc12	2.4	2.5	3.5	-18	10	-0.73	-0.35	-0.37	0.75	1.3	1163	-2.7	1039	4	665	i	i	-8	·
COc1cc(OC)cc(C(=O)Nc2ccccc2N2CCOCC2)c1	2.1	2.3	6.4	5	-6	-0.79	-0.22	-0.23	0.7	0.7	1000	-2.6	1155	·	·	i	i	3	16%
CCn1cc(C(=O)Nc2ccc(C)c([N+](=O)[O-])c2)cn1	2.2	2.8	4.7	-6	-11	0.37	-0.28	-0.083	-0.32	0.35	1179	-3.3	544	-5	591	i	i	2	-8%
CN(CC(=O)Nc1nc2ccc(F)cc2s1)S(=O)(=O)c1ccc(Cl)cc1	1.5	1.0	8.9	10	5	-1.1	0.33	-0.36	1.1	·	·	-3.3	1054	-2	768	i	i	1	6%
Cc1ccccc1-n1nc(C)c2cc(C(=O)N3CCOCC3)sc21	4.0	2.9	9.1	0	18	-0.91	-0.29	-0.45	0.77	-0.31	1305	2.6	769	·	·	i	i	13	3%
COC(=O)c1sc2cc(C(F)(F)F)cnc2c1-c1cccnc1	1.4	2.7	11	-1	7	0.54	-0.19	-0.3	0.44	0.09	1709	-1.7	1116	9	648	i	i	-2	3%
CCOc1ccc2nc(CN3CCN(Cc4ccsc4)C(CCO)C3)ccc2c1 (stereo not drawn)	3.2	1.9	7.2	8	-8	1.8	-0.01	1.2	-0.98	0.31	1495	0.3	1590	1	691	i	i	-1	0%
CN(C)Cc1nc2ccccc2c(=O)n1Cc1nc(C(C)(C)C)cs1	2.0	1.8	7.3	-10	-3	4.2	0.7	2.5	-2.6	-4	1081	-1.3	905	·	·	i	i	-3	8%
Nc1nc(C23CC4CC(CC(C4)C2)C3)cs1	1.9	1.0	6.4	5	12	0.47	1.8	1	-1.5	-0.26	908	1.0	1215	3	774	i	i	-7	-5%
CC(=O)c1ccc(NC(=O)c2noc3c2CCC3)cc1	2.2	1.1	3.3	18	13	0.33	0.23	0.31	-0.27	0.8	1116	-0.9	1113	-2	699	i	i	41	·
COc1cccc(OCCOCCN(C)CCO)c1	6.6	1.6	5.5	-13	0	0.43	-0.24	0.79	-0.43	?	·	0.0	862	-1	689	i	i	-2	0%
CCOc1cc(C(=O)N(C)Cc2cc3cc(OC)ccc3[nH]c2=O)cc(OCC)c1OCC	1.5	2.3	8.4	3	-5	1.2	-0.1	0.94	-0.45	1.2	1914	-1.4	1092	-13	584	i	i	-4	6%
Nc1nc(-c2ccco2)nn1C(=O)CCc1ccccc1	4.7	2.9	8.1	-5	1	1.6	-0.078	0.74	-1.1	0.05	1186	1.2	1091	0	739	i	i	2	3%
Cc1sc(NC(=O)c2ccco2)c(CN2CCCCC2)c1C	3.5	2.4	6.9	-9	4	-0.79	-0.26	0.39	0.29	-0.46	1156	-1.5	1185	·	·	i	i	22	13%
COc1cc(C(=O)NNC(=S)NC(=O)/C=C/c2ccccc2)cc(OC)c1OC	·	·	·	·	·	1.1	-0.11	0.56	-2.1	-0.71	1347	1.9	1307	8	749	i	·	·	17%
Cc1ccc(NC(=O)CCn2cccc2)cc1F	4.2	2.7	4.8	10	14	-0.34	-0.21	-0.38	0.47	-0.23	797	·	·	-12	793	i	i	-38	5%
COc1ccccc1CN1CCNC(=O)C1CC(=O)N(C)Cc1ccon1 (stereo not drawn)	4.0	1.4	1.2	1	-3	1.9	-0.27	0.66	-0.87	-0.22	1459	1.9	942	-12	693	i	i	31	8%
COc1ccc(NC(=O)c2cccs2)c([N+](=O)[O-])c1	3.3	1.9	5.5	-4	15	0.28	-0.24	0.46	1.4	-0.03	1574	3.2	1076	·	·	i	i	-15	-46%
O=C(NNS(=O)(=O)c1ccccc1F)c1cc(-c2ccccc2)n[nH]1	·	·	·	·	·	-0.13	0.56	0.18	-0.2	0.35	1046	-1.0	1344	-1	633	i	·	·	6%
CC1N(C)c2cccc3cccc(c23)N1C	2.4	2.1	2.9	51	13	-0.25	-0.25	-0.15	0.76	·	·	5.1	445	-4	735	i	i	-5	16%
C=C(C)C1(O)OC(=O)C=C1OC (stereo not drawn)	2.9	1.0	6.2	0	17	-0.41	-0.1	-0.084	-0.027	1.3	1415	-0.2	1095	-18	684	i	i	-12	-5%
CCOC(=O)C1CCN(S(=O)(=O)c2ccc(-c3ccccn3)s2)CC1	·	·	·	·	·	-0.58	-0.25	-0.34	1.1	·	·	-1.7	1098	-4	597	i	·	·	12%
Cc1csc(SCC(=O)NC(=O)NC2CCCC2)n1	3.5	1.4	8.0	-2	-5	-0.022	-0.33	-0.16	0.63	-0.29	1227	-1.8	1121	4	708	i	i	7	15%
CCCC(=O)Nc1ccc(C(=O)n2nnc3ccccc32)cc1	4.5	1.4	0.1	-8	-16	1.4	0.29	1.9	-3	0.19	1271	·	·	-7	715	i	i	-11	25%
CN(C)c1ccc(/C=C2/SC(=O)N(CCN=C3NS(=O)(=O)c4ccccc43)C2=O)cc1	6.6	3.4	5.7	-3	3	-0.95	0.037	-0.54	0.93	1.2	1427	12	1020	-36	469	i	i	11	-39%
CC(C)(C)c1ccc(/C=N/NC(=S)Nc2cccnc2)cc1	3.8	2.5	2.2	60*	35*	0.94	-0.12	0.74	-0.66	0.4	1097	1.1	1038	5	661	i	i	10	3%
COc1ccc(C(O)C(CN2CCOCC2)c2ccccc2)cc1F (stereo not drawn)	3.0	1.5	6.3	26	30	3.4	-0.21	2.6	-2.5	0.44	1111	-0.9	1084	-3	614	i	i	0	4%
CC(=O)N1Cc2ccccc2CC1C(=O)N1CCN(c2ccccc2)CC1 (stereo not drawn)	1.9	2.8	16	·	·	0.98	-0.085	1.5	-2.5	0.16	1244	-1.7	1082	2	714	i	i	6	-9%
C#CCN(C)CCCOc1ccc(Cl)cc1Cl	2.5	1.6	4.7	1	-2	0.56	-0.31	0.47	0.51	·	·	-1.2	574	-3	708	i	i	1	-3%
CC1(C)OC(=O)N(CCC(=O)Nc2cccc(F)c2)C1(C)O (stereo not drawn)	5.8	1.1	7.2	8	3	-0.67	-0.28	-0.16	0.8	0.37	1243	0.4	1050	0	697	i	i	22	0%
Cc1csc(CN(C)C(=O)CC2C(=O)NCCN2CC(C)(C)C)n1 (stereo not drawn)	2.8	2.2	7.5	5	-7	-0.89	-0.32	-0.088	0.18	0.63	1447	-0.1	1268	5	721	i	i	-9	3%
C=CCNC(=S)N/N=C/c1ccc(C(F)(F)F)cc1	2.3	3.5	6.9	-4	28	-0.41	-0.34	0.095	0.68	0.12	1003	1.6	1036	0	704	i	i	-6	30%

# Arranged by count of non-hydrogen atoms (highest first): some entries from above
SMILES	MT stabilizer	MT stabilizer Hoechst-high %	MT stabilizer cytotoxicity %	WT yeast gro inh	WT yeast gro inh mutant strain	Dynein transport	Dynein transport cytoplasmic EGFP	Dynein transport nuclear GR-EGFP	Dynein transport cell count	Insulin prom up	Insulin prom up cell count	b-catenin transl	b-catenin transl cell count 5 µM	Hep lipid drop	Hep lipid drop cells 6.5 µM	Yfh1-off respiration	Autophagy mod	Autophagy mod cell loss 18 h	HEK293 NOD2/NF-kB
CN(C)c1ccc(/C=C2/SC(=O)N(CCN=C3NS(=O)(=O)c4ccccc43)C2=O)cc1	6.6	3.4	5.7	-3	3	-0.95	0.037	-0.54	0.93	1.2	1427	12	1020	-36	469	i	i	11	-39%
CC(=O)c1ccc(NC(=O)c2noc3c2CCC3)cc1	2.2	1.1	3.3	18	13	0.33	0.23	0.31	-0.27	0.8	1116	-0.9	1113	-2	699	i	i	41	·
COc1cccc(OCCOCCN(C)CCO)c1	6.6	1.6	5.5	-13	0	0.43	-0.24	0.79	-0.43	?	·	0.0	862	-1	689	i	i	-2	0%
C=C(C)C1(O)OC(=O)C=C1OC (stereo not drawn)	2.9	1.0	6.2	0	17	-0.41	-0.1	-0.084	-0.027	1.3	1415	-0.2	1095	-18	684	i	i	-12	-5%

# Given with two lines to a compound: entries from further up.
# Order of results – MT stabilizer, MT stabilizer Hoechst-high %, MT stabilizer cytotoxicity %, WT yeast gro inh, WT yeast gro inh mutant strain, Dynein transport, Dynein transport cytoplasmic EGFP, Dynein transport nuclear GR-EGFP, Dynein transport cell count, Insulin prom up, Insulin prom up cell count, b-catenin transl, b-catenin transl cell count 5 µM, Hep lipid drop, Hep lipid drop cells 6.5 µM, Yfh1-off respiration, Autophagy mod, Autophagy mod cell loss 18 h, HEK293 NOD2/NF-kB
- CC1N(C)c2cccc3cccc(c23)N1C
    2.4, 2.1, 2.9, 51, 13, -0.25, -0.25, -0.15, 0.76, ·, ·, 5.1, 445, -4, 735, i, i, -5, 16%
- C=C(C)C1(O)OC(=O)C=C1OC (stereo not drawn)
    2.9, 1.0, 6.2, 0, 17, -0.41, -0.1, -0.084, -0.027, 1.3, 1415, -0.2, 1095, -18, 684, i, i, -12, -5%
